HTRA1 inhibitor: inhibitors of human serine peptidase HTRA1. Q92743. recombinant HTRA1, FP-rhodamine activity-based probe, fluorescence polarization. inhibition, % at 5.96 µM. 340,000 compounds, 0.5% hits. AID 504803; in the data active means inhibition above about 36%;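 further: 0% = enzyme with DMSO and 100% = wells lacking enzyme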
GC-B act: GC-B (human) receptor activation. P20594. HEK293-GC-B cells, CNP EC30, cGMP TR-FRET; 0% at EC30 CNP, 100% saturating CNP. activation, % at 10 µM. 370,000 compounds, 0.11% hits. AID 1920062;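 active means activation at 10 µM reaching about 35% in either raw or pattern-adjusted values, limit read from the data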
PRMT1 inh: blocks human protein arginine methyltransferase 1 | recombinant PRMT1, activity-based probe fluorescence polarization | inhibition, % at 2.79 µM | 370,000 compounds, 1.3% hits | AID 652257;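 active means inhibition above about 21% made by adding two undisclosed values, limit read from the data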
Target sequence (Q99873 whole entry, looked up): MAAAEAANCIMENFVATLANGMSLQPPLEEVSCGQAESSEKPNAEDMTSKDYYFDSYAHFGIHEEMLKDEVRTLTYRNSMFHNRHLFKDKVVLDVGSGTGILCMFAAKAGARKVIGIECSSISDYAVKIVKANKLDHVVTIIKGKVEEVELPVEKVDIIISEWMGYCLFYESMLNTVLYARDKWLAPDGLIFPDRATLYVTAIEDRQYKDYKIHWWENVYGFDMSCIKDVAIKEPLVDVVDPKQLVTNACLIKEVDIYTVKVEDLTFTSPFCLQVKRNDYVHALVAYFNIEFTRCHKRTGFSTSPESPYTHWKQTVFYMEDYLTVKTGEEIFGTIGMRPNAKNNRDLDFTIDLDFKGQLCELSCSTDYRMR
ABHD4 inh: inhibitors of mouse ABHD4. Q8VD66. purified mABHD4, FP-Rh probe fluorescence polarization. inhibition, % at 8.92 µM. 370,000 compounds, 0.54% hits. AID 720543;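 active means inhibition exceeding the mean over every tested compound plus 3 SD, cut at about 30% in these data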;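 further: 0% = plate median of compound wells and 100% = S159A mutant with DMSO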
Target sequence (Q8VD66 whole entry, looked up): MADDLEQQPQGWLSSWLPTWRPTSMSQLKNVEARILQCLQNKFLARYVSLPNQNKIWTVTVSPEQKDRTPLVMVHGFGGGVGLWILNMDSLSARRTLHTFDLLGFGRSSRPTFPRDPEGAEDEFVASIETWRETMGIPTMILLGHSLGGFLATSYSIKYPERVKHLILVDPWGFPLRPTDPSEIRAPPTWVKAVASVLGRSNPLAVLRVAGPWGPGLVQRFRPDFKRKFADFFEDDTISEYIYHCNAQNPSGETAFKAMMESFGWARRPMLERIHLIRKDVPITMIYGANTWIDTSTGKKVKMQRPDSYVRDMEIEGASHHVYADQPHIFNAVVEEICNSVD
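assay system = mABHD4 protein | compound dosing = single nominal dose of 8.92 µM, 0.89% DMSO final | read-out basis = percent inhibition of probe binding, normalized to plate controls | schedule = Enzyme–compound pre-incubation 45 min, then probe 60 min, both 25 °C | detection = fluorescence polarization, excitation 525 nm, emission 598 nm, BODIPY TMR filters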
GC-A act: GC-A (human) enzyme activation | HEK293 GC-A cells, cGMP TR-FRET, EC30 ANP; 0% at EC30 ANP, 100% saturating ANP | activation, % at 10 µM | 370,000 compounds, 0.14% hits | AID 1671463; in the data active means activation above about 40%
UHRF1 MBD2 ctr: UHRF1 methyl-DNA binding inhibition | Q96T88 | UHRF1 binding to methylated oligo, TR-FRET | inhibition, % at 4.4 µM | 370,000 compounds, 0.75% hits; in the data active means inhibition above about 21%;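 further: UHRF1 SRA domain binding a hemimethylated CpG hairpin DNA probe; 0% = median of test compound wells and 100% = reference inhibitor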
SIAE inh: human SIAE inhibition, primary screen; Q9HAT2; SIAE FP-Rh probe binding, fluorescence polarization; inhibition, % at 9.66 µM; 370,000 compounds, 0.69% hits; AID 1053197;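 active means inhibition above a cutoff: mean of compounds within the control limits plus 3 SD of those, cut at about 17% in these data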;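 further: 0% = plate median of compound wells and 100% = probe without SIAE protein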
rCAG binder: binds r(CAG) RNA repeats. r(CAG) RNA repeat, TO-PRO-1 dye displacement fluorescence. inhibition, % at 3 µM. 370,000 compounds, 1.3% hits. AID 651821;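 active means inhibition above the plate cutoff, the mean of all test compounds on that plate plus 3 SD, cut at about 35% in these data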;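 further: 0% = DMSO alone and 100% = 100 µM mitoxantrone as full dye displacement; higher means more dye released from RNA so lower well fluorescence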
MBD2 inh: MBD2-methylated oligo binding inhibition; TR-FRET, MBD2 binding to methylated oligonucleotide; inhibition, % at 4.4 µM; 370,000 compounds, 0.31% hits; AID 686964; in the data active means inhibition above about 13%
TCR-CD3 inh: inhibitors of human TCR-CD3 interaction. TAMRA-labeled TCR probe fluorescence, biochemical. inhibition, % at 9.4 µM. 360,000 compounds, 0.37% hits; in the data active means inhibition above about 19%;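 further: recombinant mutant TCR 2C K166C tagged with TAMRA read by polarization; 0% = receptor in buffer alone and 100% = receptor with positive control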
* marks the source's active call; other numbers are inactive results; . = no result given. Some of the compounds tested. The share of hits here may be higher or lower than overall.

Values run as follows: HTRA1 inhibitor	GC-B act	PRMT1 inh	ABHD4 inh	GC-A act	UHRF1 MBD2 ctr	SIAE inh	rCAG binder	MBD2 inh	TCR-CD3 inh
> COc1cc(OC)cc(-c2nc(SCC(=O)Nc3ccccc3F)n[nH]2)c1
  -16	-3	0	-18	-3	9	-10	5	4	2
> COc1cc(/C=N/N2CCOCC2)ccc1OC(=O)c1ccco1
  1	-3	1	2	5	1	2	-6	2	-6
> O=C(NN=Cc1ccc(Cl)cc1Cl)C1CC1
  1	-4	1	3	4	-3	4	4	2	4
> CCOC(=O)N1CCC2(CC1)NC(=O)c1ccccc1N2
  -4	1	-4	5	-1	-2	4	0	-2	3
> Cc1ccc(C)c(NC(=O)CN(C)C(=O)c2ccccn2)c1
  4	-1	3	-3	4	0	0	0	3	2
> COc1ccc(S(=O)(=O)/N=C2/NC(=O)/C(=C\c3cc(OC)c(OC)cc3[N+](=O)[O-])S2)cc1
  -4	1	-1	-8	-4	0	-16	75*	-2	3
> O=C(CN1CCN(Cc2ccc3c(c2)OCO3)CC1)Nc1ccc2[nH]c(=O)[nH]c2c1
  3	1	4	5	-2	0	1	3	-6	1
> O=[N+]([O-])c1cccc(-n2cc3ccc([N+](=O)[O-])cc3n2)c1
  6	-6	0	7	-1	1	-1	8	0	-4
> O=C(NC(Cc1ccccc1)C(=O)O)/C(=C\c1ccccc1)NC(=O)c1ccc(Br)o1 (stereo not given)
  3	2	2	2	6	-2	3	8	0	3
> CC(=O)OCCC(CC(C)C)NC(=O)[C@H](CC(C)C)NC(=O)OCc1ccccc1 (stereo not given in full)
  .	-4	-3	-5	-1	-3	4	.	-1	.
> O=C(Nc1ccc(NC(=S)NC(=O)c2ccccc2F)cc1)c1cccs1
  -56	-3	-6	-47	-3	0	-36	7	-2	3
> COc1ccc(COC(=O)C2CCN(S(=O)(=O)c3ccc(Cl)cc3)CC2)cc1
  -2	-5	-2	-2	2	2	-3	1	2	-3
> Cc1csc2nc(CNS(=O)(=O)c3cccnc3)cn12
  9	3	-2	5	5	8	0	2	5	2
> On1c(-c2ccc(Cl)cc2Cl)nc2ncccc21
  2	2	-5	10	-2	-5	16	2	-8	1
> O=C(/C=C/c1ccco1)NC(=S)Nc1ccc(N2CCCC2)cc1
  25	-5	25*	37*	-5	8	18*	23	0	11
> CC1(C(=O)Nc2cccc3cccnc23)CCN1Cc1ccccc1OC(F)F (stereo not given)
  .	3	-2	-18	-1	-3	-12	1	-4	4
> Cc1ccc(-c2nnc3n2N=C(c2ccc(Br)cc2)CS3)cc1
  -13	1	0	-3	-3	-1	-4	4	-4	-1
> CCc1noc(C)c1C(=O)Nc1nc(-c2cccs2)cs1
  -3	0	-3	-6	5	1	-5	-1	0	6
> Cc1ccc(S(=O)(=O)N2CCC(C(=O)Nc3ccccc3N3CCCC3)CC2)c(C)c1
  -9	-5	4	-4	1	1	5	-3	-3	-4
> CN1CCC(N(C)S(=O)(=O)c2ccc(NC(=O)c3cccc(C#N)c3)cc2)CC1
  -10	-7	-4	-2	-16	-1	5	0	-8	0
> Cc1ccc(OCCNC(=O)c2cc(C3CC3)nc3c2cnn3C(C)C)cc1
  -38	-2	1	-9	-1	-1	-4	1	4	-2
> CC(C)COC(=O)Nc1ccc(C(=O)O)cc1
  6	7	0	-9	-2	4	10	3	-5	-4
> OCC1(Cc2ccccc2)CCN(Cc2cnn(-c3ccccc3F)c2)CC1
  5	1	4	-4	-4	12	-5	-8	8	-3
> Cn1c(=O)n(C)c2cc([N+](=O)[O-])c(N3CCN(C(=O)c4cccc(Cl)c4)CC3)cc21
  2	0	-3	4	-1	-14	15	0	-10	4
> CCC(=O)N1CCCC1(C)C(=O)Nc1ccc2nc(C)ccc2c1 (stereo not given)
  .	2	-2	1	1	-1	-1	0	-4	5
> COc1ccccc1-n1c(SCC(=O)N2CCc3ccccc32)nc2c(c1=O)SCC2
  -3	6	2	-10	-2	0	-8	9	-3	-4
> O=C(NC1CCCCC1)C(c1ccc2ncccc2c1)N(Cc1ccccc1)C(=O)c1ccc2c(c1)OCCO2 (stereo not given)
  5	2	1	-3	-1	3	-5	-6	5	-4
> O=C(COC(=O)Cc1n[nH]c(=O)c2ccccc12)Nc1cccc(C(F)(F)F)c1
  -4	-3	-1	-6	0	-4	-2	1	-3	3
> CCOC(=O)C1CCN(S(=O)(=O)c2ccc3c(c2)CCN3C(C)=O)CC1
  3	-1	2	3	4	6	-1	-1	-2	3
> Cc1cc(C)c2c(CN3CCN(C)CC3)cc(=O)oc2c1
  -12	1	2	1	-2	-2	4	1	0	5
> CC(=O)c1sc2ccccc2c1OC(=O)c1ccco1
  5	-3	8	-3	-1	4	2	2	-3	2
> O=C(CCCCCN1C(=O)CCC1=O)Nc1ccc(Cl)c(C(F)(F)F)c1
  -1	-5	-3	-8	3	-2	0	-2	1	1
> CCCCCOC(=O)CSc1n[nH]c(=O)[nH]c1=O
  -1	2	-1	-5	1	-2	-8	1	1	2
> CC(=O)c1cccc(OCc2cc(C(=O)N(C)Cc3nccs3)no2)c1
  1	-5	5	2	1	1	1	2	2	-3
> CCC(C)C(=O)C(=O)N1CCC(n2nccc2NC(=O)CCOc2ccccc2)CC1 (stereo not given)
  4	7	4	2	1	1	1	2	-5	7
> CC1CN(c2oc(-c3ccccc3Cl)nc2C#N)CC(C)O1 (stereo not given)
  9	-6	-2	0	0	0	3	-4	1	11
> O=C(Nc1cccc(S(=O)(=O)NC2=NCCC2)c1)c1cc(F)c(F)c(F)c1F
  6	3	-7	1	-2	-2	-2	4	-6	5
> CCN(CC(=O)NC1CCS(=O)(=O)C1)C(=O)c1ccc(OC)c([N+](=O)[O-])c1 (stereo not given)
  1	4	-3	1	0	-2	-5	2	2	4
> O=C(Nc1ccc(Cl)cc1)c1nc[nH]c1C(=O)NCc1ccccc1
  -16	-6	1	-13	0	8	2	20	3	-1
> C#CCOCCOCCOCCNc1nc(N2CCN(C(=O)Cn3cc(CCCCN)nn3)CC2)nc(N2CCN(C(=O)[C@H](C(C)C)n3cc(CCO)nn3)CC2)n1
  -2	7	2	7	1	8	4	-3	6	-3
> Cc1ccc(NC(=O)COc2ccc(Br)cc2C)cc1
  -6	5	-1	-5	7	-1	-4	-3	-8	9
> N/C(=N\O)c1ccc(Cl)cc1Cl
  4	-4	-4	0	-3	1	2	-3	5	0
> CN(C)S(=O)(=O)N1CCN(C(=O)c2ccc3c(c2)OCO3)CC1
  3	-2	0	5	-1	-2	1	-1	-5	6
> C=CCn1c(SCc2ccc(C(=O)NCCO)cc2)nc2ccccc2c1=O
  -8	-6	6	-3	-11	5	-7	-5	3	-2
> CCOC(=O)c1sc(N2N=C(C)/C(=C\c3ccc(OCC(=O)OC)cc3)C2=O)nc1C
  18	6	1	2	7	-3	-9	52*	2	-2

Profiles as entered above. Screens in order: HTRA1 inhibitor | GC-B act | PRMT1 inh | ABHD4 inh | GC-A act | UHRF1 MBD2 ctr | SIAE inh | rCAG binder | MBD2 inh | TCR-CD3 inh
`O=C(Nc1ccc(Cl)cc1)c1nc[nH]c1C(=O)NCc1ccccc1` across the screens: -16 | -6 | 1 | -13 | 0 | 8 | 2 | 20 | 3 | -1
`CC1CN(c2oc(-c3ccccc3Cl)nc2C#N)CC(C)O1` (stereo not given) across the screens: 9 | -6 | -2 | 0 | 0 | 0 | 3 | -4 | 1 | 11

New compounds follow
Values run as follows: HTRA1 inhibitor	GC-B act	PRMT1 inh	ABHD4 inh	GC-A act	UHRF1 MBD2 ctr	SIAE inh	rCAG binder	MBD2 inh	TCR-CD3 inh
> Cc1ccc(S(=O)(=O)N2CCN(c3ccnc4cc(Cl)ccc34)CC2)cc1
  -47	-2	0	-11	-2	-3	-6	1	3	4
> O=C(NCc1ccccc1Cl)C1CCCN(c2ncccn2)C1 (stereo not given)
  .	9	0	0	-3	1	-3	2	-3	.
> Cc1cc(OCCOCCN(C)C)ccc1Cl
  4	3	0	6	3	0	0	-1	-1	9
> Cc1ccc2c(c1)N(CC(=O)NCCCN1CCCCC1)C(=O)c1cccnc1O2
  0	-1	-9	0	0	2	1	-1	-6	4
> COc1ccc(C(=O)CN2CCN(c3ccc(Cl)cc3)CC2)cc1OC
  3	3	1	0	5	-5	7	-1	1	-3
> CC(=O)Nc1ccc(S(=O)(=O)N2CCN(C(=O)c3ccco3)CC2)cc1
  9	3	1	9	4	0	5	1	-2	-3
> CC(C)CN(C(=O)COC(=O)c1cncc(Br)c1)c1c(N)n(Cc2ccccc2)c(=O)[nH]c1=O
  -5	2	7	-1	1	3	4	-3	4	-5
> CC1CC(C)(C)NC(=S)N1CCC(=O)Nc1ccc2c(c1)OCCO2 (stereo not given)
  8	-8	-1	10	-6	-1	-3	-2	-2	10
> COc1ccc(C=NNC(=O)c2ccncc2)cc1
  .	-5	1	0	1	2	2	7	2	.
> C=C(C)Cn1c(=S)[nH]c2ccccc2c1=O
  -1	2	0	-4	2	0	-2	1	-1	-1
> COC(=O)c1[nH]c2ccccc2c1NC(=O)CCN1CCSCC1
  2	1	-3	4	3	-3	1	-1	3	3
> CCc1ccc(NC(=O)NNC(=O)c2cc3ccccc3cc2O)cc1
  16	2	-3	6	-3	4	2	28	0	18
> COc1cc(/C=N/O)cc(Br)c1OS(=O)(=O)c1ccc(C)cc1
  -49	-8	-1	-37	0	-3	-40	9	5	2
> Cc1ccc(Oc2ncccc2/C=N/O)cc1
  3	-6	0	2	7	19	2	-4	3	-6
> Cc1ccccc1C1CC(c2ccc(Br)cc2)Nc2nc(N)nn21 (stereo not given)
  -8	-11	8	7	-3	-3	5	-1	-3	-5
> O=C(NCc1ccco1)C(=O)NN=Cc1ccccc1O
  .	-5	-5	4	1	-3	-2	4	-3	2
> CCOC(=O)C1CCCN(c2cc(=O)n(-c3ccccc3Cl)c(=O)[nH]2)C1 (stereo not given)
  5	0	3	3	1	0	5	1	0	-7
> COc1ccc(N2CC(C(=O)N[C@H](C(=O)NC(C)c3ccccc3)C(C)C)CC2=O)cc1 (stereo not given in full)
  4	0	0	-1	0	-5	2	-3	-10	8
> O=C(Nc1cnc2ccccc2c1)c1ccco1
  8	0	1	5	-1	-1	-5	-1	-6	0
> CCN(CC)c1ccc(/C=N/NC(=O)C(O)c2ccccc2)cc1 (stereo not given)
  7	4	3	0	0	-1	-1	-1	1	1
> NC(=O)COC(=O)CCCSc1nc2ccccc2s1
  0	-2	-9	-3	-8	-1	10	-3	0	4
> Cc1cccc(N2CCN(S(=O)(=O)c3c(C(=O)N4CCCCC4)c(C)n(C)c3C)CC2)c1C
  -1	-2	-6	3	1	0	-4	-7	-2	9
> Clc1ccc(OCCCc2nc(-c3ccncc3)no2)c(Cl)c1
  -14	0	0	-2	-2	-2	-5	-2	-1	9
> CCn1c(SCC(=O)Nc2ccc(S(N)(=O)=O)cc2)nnc1-c1ccccc1OC
  0	0	-2	3	-1	-1	-1	1	5	7
> COc1ccc(OC)c2c1sc(=NC(=O)c1cccc(N3C(=O)CCC3=O)c1)n2C
  1	12	1	7	11	1	-11	3	-3	5
> O=C(C1CCN(c2nc(-c3ccc(Br)cc3)cs2)CC1)N1CCNCC1
  .	-19	-3	8	20	0	6	.	2	.
> CC1(C)CC(=O)C(C=NCCN2CCN(C3CC(=O)N(c4ccc(Cl)c(Cl)c4)C3=O)CC2)=C(O)C1 (stereo not given)
  8	1	9	5	2	0	-6	-4	2	2

Compound activity as filed in PubChem.
